Assay outcomes (PubChem)
NCI-60 one-dose screen, 48 h, at 10 µM unless noted. Numbers give growth in % (100 = growth as untreated, 0 = no growth, -100 = all killed).
SNB-19 – SNB-19 CNS cancer cells | 81,000 tested, 2.5% active
HCT-116 – HCT-116 colon cancer | AID 1794798 | 82,000 tested, 7.3% active
HCT-15 – HCT-15 colon cancer; 82,000 tested, 5.2% active; AID 1794746
SNB-75 – SNB-75 CNS cancer; 79,000 tested, 5% active; AID 1794750
KM12 – KM12 colon cancer cells | 82,000 tested, 5% active | AID 1794800
HT29 – HT29 colon cancer; AID 1794748; 81,000 tested, 7.4% active
SW-620 – SW-620 colon cancer; 82,000 tested, 5.2% active; AID 1794795
HCC-2998 – HCC-2998 colon cancer; 79,000 tested, 4.7% active; AID 1794799
SF-268 – SF-268 CNS cancer cells; 82,000 tested, 3.1% active
* hit, by the source's call; & = joins results of further samples. How the source made its calls: active means growth percent below 10; inactive means the rest.

The first seven records (preview)
`COc1cc(CNC(=O)CCCC/C=C/C(C)C)ccc1OCc1cn(-c2ccccc2OC)nn1` gave SNB-19 92, HCT-116 83, HCT-15 106, SNB-75 103, KM12 98, HT29 99, SW-620 97, HCC-2998 117 and SF-268 93.
For CC1=NN(c2ccc(/C=C/c3ccc(NC(=O)Nc4ccc(/C=C/c5ccc(N6N=C(C)C(N=Nc7ccccc7C(=O)O)C6=O)cc5S(=O)(=O)O)c(S(=O)(=O)O)c4)cc3S(=O)(=O)O)c(S(=O)(=O)O)c2)C(=O)C1N=Nc1ccccc1C(=O)O (stereo not drawn) the results were SNB-19 110, HCT-116 95, HCT-15 105, SNB-75 109, KM12 91, HT29 101, SW-620 104, HCC-2998 102 and SF-268 109.
`CCOC(=O)c1sc(-c2ccc(OS(=O)(=O)c3ccc(Br)s3)c(C=O)c2)nc1C` gave SNB-19 14, HCT-116 2.5*, HCT-15 1.8*, SNB-75 -5.5*, KM12 6.2*, HT29 -18*, SW-620 7.7*, HCC-2998 83 and SF-268 16.
For Cc1cc(O)c(Cl)cc1O the results were SNB-19 103, HCT-116 90, HCT-15 103, SNB-75 81, KM12 109, HT29 92, SW-620 97, HCC-2998 115 and SF-268 103.
CNc1ncnc2[nH]ncc12 was read as SNB-19 95, HCT-116 99, HCT-15 99, SNB-75 84, KM12 94, HT29 101, SW-620 103, HCC-2998 101 and SF-268 103.
`Cc1ccc(N2C(=N)C(=S)N(c3ccc(C)cc3)C2=O)cc1` gave SNB-19 95, HCT-116 98, HCT-15 91, SNB-75 91, KM12 95, HT29 95, SW-620 108, HCC-2998 91 and SF-268 96.
CCn1nc(C(=O)O)c(=O)c2cc3c(cc21)OCO3 was read as SNB-19 107&108, HCT-116 112&103, HCT-15 104&105, SNB-75 100&100, KM12 102&111, HT29 106&100, SW-620 105&111, HCC-2998 101&106 and SF-268 86&113.

The listing, from the start:
`COc1cc(CNC(=O)CCCC/C=C/C(C)C)ccc1OCc1cn(-c2ccccc2OC)nn1` gave SNB-19 92, HCT-116 83, HCT-15 106, SNB-75 103, KM12 98, HT29 99, SW-620 97, HCC-2998 117 and SF-268 93.
For CC1=NN(c2ccc(/C=C/c3ccc(NC(=O)Nc4ccc(/C=C/c5ccc(N6N=C(C)C(N=Nc7ccccc7C(=O)O)C6=O)cc5S(=O)(=O)O)c(S(=O)(=O)O)c4)cc3S(=O)(=O)O)c(S(=O)(=O)O)c2)C(=O)C1N=Nc1ccccc1C(=O)O (stereo not drawn) the results were SNB-19 110, HCT-116 95, HCT-15 105, SNB-75 109, KM12 91, HT29 101, SW-620 104, HCC-2998 102 and SF-268 109.
`CCOC(=O)c1sc(-c2ccc(OS(=O)(=O)c3ccc(Br)s3)c(C=O)c2)nc1C` gave SNB-19 14, HCT-116 2.5*, HCT-15 1.8*, SNB-75 -5.5*, KM12 6.2*, HT29 -18*, SW-620 7.7*, HCC-2998 83 and SF-268 16.
For Cc1cc(O)c(Cl)cc1O the results were SNB-19 103, HCT-116 90, HCT-15 103, SNB-75 81, KM12 109, HT29 92, SW-620 97, HCC-2998 115 and SF-268 103.
CNc1ncnc2[nH]ncc12 was read as SNB-19 95, HCT-116 99, HCT-15 99, SNB-75 84, KM12 94, HT29 101, SW-620 103, HCC-2998 101 and SF-268 103.
`Cc1ccc(N2C(=N)C(=S)N(c3ccc(C)cc3)C2=O)cc1` gave SNB-19 95, HCT-116 98, HCT-15 91, SNB-75 91, KM12 95, HT29 95, SW-620 108, HCC-2998 91 and SF-268 96.
CCn1nc(C(=O)O)c(=O)c2cc3c(cc21)OCO3 was read as SNB-19 107&108, HCT-116 112&103, HCT-15 104&105, SNB-75 100&100, KM12 102&111, HT29 106&100, SW-620 105&111, HCC-2998 101&106 and SF-268 86&113.
COC(=O)c1cc(C=C(C)C)[nH]c(=O)c1C#N was read as HCT-116 97, HCT-15 96, SNB-75 97, KM12 107, HT29 105, SW-620 102, HCC-2998 111 and SF-268 104.
COc1cc(C2Nc3c(ccc4ccccc34)-n3c(C)cc(=O)n32)cc(OC)c1OC (stereo not drawn) was read as SNB-19 95, HCT-116 103, SNB-75 90, KM12 104, HT29 95, SW-620 105, HCC-2998 103 and SF-268 115.
COc1cc(/C=C/c2cc(=O)c3c(C)c(Cl)c(C)cc3o2)cc(OC)c1OC was read as SNB-19 99, HCT-116 42, HCT-15 78, SNB-75 94, KM12 73, HT29 103, SW-620 66, HCC-2998 103 and SF-268 80.
`Cc1cc(NS(=O)(=O)c2ccc(N3C(=O)/C(=C/c4coc5ccccc5c4=O)N=C3c3ccc(Cl)cc3)cc2)no1` gave SNB-19 94, HCT-116 94, HCT-15 99, SNB-75 87, KM12 105, HT29 110, SW-620 104 and SF-268 101.
CNC(=O)c1cccnc1 was read as SNB-19 105, HCT-116 103, HCT-15 103, SNB-75 93, KM12 110, HT29 105, SW-620 106, HCC-2998 110 and SF-268 103.
For Cn1cnc([N+](=O)[O-])c1Sc1ccncn1 the results were SNB-19 94, HCT-116 98, HCT-15 86, SNB-75 85, KM12 102, HT29 106, SW-620 100, HCC-2998 103 and SF-268 106.
Screening CNc1nnc(Cn2nc(-c3ccccc3)ccc2=O)s1 returned SNB-19 104, HCT-116 111, HCT-15 100, SNB-75 115, KM12 109, HT29 123, SW-620 108, HCC-2998 119 and SF-268 114.
O=C(OCC(O)C(=O)NC12CC3CC(CC(C3)C1)C2)c1ccccc1C(=O)OCC(F)(F)F (stereo not drawn) was read as SNB-19 94, HCT-116 97, HCT-15 98, SNB-75 95, KM12 99, HT29 98, SW-620 104, HCC-2998 104 and SF-268 96.
For CCSc1nnc(-c2ccc3ccccc3c2O)n1-c1ccc(Cl)cc1 the results were SNB-19 57, HCT-116 25, HCT-15 26, KM12 74, HT29 89, SW-620 36, HCC-2998 49 and SF-268 62.
Clc1ccc(/C=N/N=C(/c2ccccc2)c2ccc3nc(-c4ccc(Cl)cc4)[nH]c3c2)cc1 was read as SNB-19 90, HCT-116 91, HCT-15 82, SNB-75 102, KM12 92, HT29 86, SW-620 95, HCC-2998 107 and SF-268 100.
O=C(CSc1nc2ccccc2c(=O)n1CCc1ccccc1)Nc1ccccc1C(=O)O was read as SNB-19 61, HCT-116 55, HCT-15 88, SNB-75 37, KM12 90, HT29 90, SW-620 80, HCC-2998 96 and SF-268 67.
Screening COc1cc(N2C(=O)[C@H](c3ccccc3)C2c2ccc(SC)cc2)cc(OC)c1OC (stereo partly drawn) returned SNB-19 31, HCT-116 0.9*, HCT-15 1.3*, SNB-75 69, KM12 10, HT29 -9.6*, SW-620 25, HCC-2998 13 and SF-268 25.
Screening CCCSSCCC returned SNB-19 107, HCT-116 94, HCT-15 100, SNB-75 101, KM12 107, HT29 102, SW-620 107, HCC-2998 89 and SF-268 105.
For N#CCc1cccc2ccccc12 the results were SNB-19 110, HCT-116 106, HCT-15 100, KM12 110, HT29 96, SW-620 105, HCC-2998 109 and SF-268 116.
For Nc1cccc(C(=O)C2=Cc3cccn3Cc3cnnn32)c1 the results were SNB-19 92, HCT-116 93, HCT-15 105, KM12 103, HT29 107, SW-620 88, HCC-2998 110 and SF-268 110.
S=C(S)Nc1ccccc1 was read as SNB-19 114&99, HCT-116 104&97, HCT-15 93&90, SNB-75 92&84, KM12 106&108, HT29 98, SW-620 106&94, HCC-2998 101&103 and SF-268 106&105.
Cc1ccc(-n2cc(-c3ccccc3)c3c(SCC(=O)N/N=C/c4ccc(N(C)C)cc4)ncnc32)cc1 was read as SNB-19 94, HCT-116 88, HCT-15 89, KM12 94, HT29 97, SW-620 100, HCC-2998 95 and SF-268 98.
Screening O=C(CSc1nc2ccccc2c(=O)n1-c1ccc(Cl)c(Cl)c1)Nc1ccc(S(=O)(=O)Nc2ccc(Cl)nn2)cc1 returned SNB-19 96, HCT-116 92, HCT-15 99, SNB-75 69, KM12 102, HT29 97, SW-620 90, HCC-2998 95 and SF-268 100.
`COc1cccc2c(N)cccc12` gave SNB-19 106, HCT-116 100, HCT-15 98, SNB-75 84, KM12 104, HT29 92, SW-620 100, HCC-2998 97 and SF-268 99.
For N[C@@H](CCC(=O)N[C@@H](CS)C(=O)NCC(=O)O)C(=O)O the results were SNB-19 108, HCT-116 97, HCT-15 112, SNB-75 94, KM12 103, HT29 115, SW-620 102, HCC-2998 103 and SF-268 109.
CC(C)c1ccc2c(N)c(C(=O)Nc3ccc(C(F)(F)F)cn3)sc2n1 was read as SNB-19 72, HCT-116 47, HCT-15 59, SNB-75 79, KM12 57, HT29 69, HCC-2998 96 and SF-268 92.
Screening COC(=O)[C@]12CC[C@@H](C)[C@H](C)[C@@H]1C1=CC[C@@H]3[C@@](C)(CC#N)C4=C(C[C@@]3(C)[C@]1(C)CC2)OC[C@]4(C)C=O returned SNB-19 8.5*, HCT-116 3.7*, HCT-15 0.7*, SNB-75 19, KM12 4.2*, HT29 -21*, SW-620 0.6*, HCC-2998 -45* and SF-268 3.7*.
Screening O=C(N/N=C/c1ccc([N+](=O)[O-])o1)c1ccc(O)cc1 returned SNB-19 54, HCT-116 11, HCT-15 43, SNB-75 85, KM12 33, HT29 17, SW-620 18, HCC-2998 63 and SF-268 13.
CC12CCC(=O)C=C1C(O)CC1C2CCC2(C)C1CCC2(O)C(=O)CO (stereo not drawn) was read as SNB-19 100, HCT-116 110, HCT-15 108, SNB-75 105, HT29 108, SW-620 101 and HCC-2998 97.
`Cc1ccc(N(CC(=O)Nc2ccc(S(=O)(=O)N3CCOCC3)cc2)S(=O)(=O)c2ccc(Cl)cc2)cc1` gave SNB-19 95, HCT-116 68, HCT-15 89, SNB-75 76, KM12 82, HT29 80, SW-620 90, HCC-2998 94 and SF-268 88.
CC(=O)c1ccc(NC(=O)CSc2nnc(-c3ccc(-c4nc5ccccc5[nH]4)cc3)o2)cc1 was read as SNB-19 105, HCT-116 105, HCT-15 94, SNB-75 98, KM12 104, HT29 102, SW-620 104, HCC-2998 109 and SF-268 98.
Screening CCCCCCCCCCCCCCCCCc1nc(-c2cc(OC)c(OC)c(OC)c2)no1 returned SNB-19 105, HCT-116 103, HCT-15 103, KM12 104, HT29 98, SW-620 96, HCC-2998 108 and SF-268 102.
COC(=O)c1ccc(-c2ccccc2Oc2ccc3nnc(Cl)n3n2)cc1 was read as SNB-19 89, HCT-116 96, HCT-15 96, SNB-75 56, KM12 97, HT29 107, SW-620 102, HCC-2998 105 and SF-268 96.
For Cc1ccc(S(=O)(=O)c2nc(S(=O)(=O)c3ccc(C)cc3)c(NCc3ccccc3)s2)cc1 the results were SNB-19 89, HCT-116 91, HCT-15 95, SNB-75 89, KM12 101, HT29 112, SW-620 102, HCC-2998 106 and SF-268 97.
For COC(=O)C12C3C(=O)N(c4ccccc4)C(=O)C3C(c3cn(-c4ccccc4)nc3C)N1[C@H](c1cn(-c3ccccc3)nc1C)[C@@H]1C(=O)N(c3ccccc3)C(=O)[C@@H]12 (stereo partly drawn) the results were SNB-19 96, HCT-116 95, HCT-15 96, SNB-75 86, KM12 99, HT29 105, SW-620 95, HCC-2998 81 and SF-268 101.
`COc1ccc(-c2nc3ccccc3c3[nH]c(C)c(C(C)=O)c23)c(O)c1` gave SNB-19 101, HCT-116 76, HCT-15 88, SNB-75 55, KM12 93, HT29 86, SW-620 95, HCC-2998 105 and SF-268 95.
CCc1c(O)c2cccc3c2n(c1=O)CC3 was read as SNB-19 96, HCT-116 98, HCT-15 99, SNB-75 83, KM12 103, HT29 102, SW-620 97, HCC-2998 108 and SF-268 97.
`NC(=O)Nc1ccccc1` gave SNB-19 104, HCT-116 97, HCT-15 100, SNB-75 104, HT29 100, SW-620 105 and HCC-2998 105.
CC(CC#N)OC(=O)c1cccc([N+](=O)[O-])c1 (stereo not drawn) was read as HCT-116 104, HCT-15 102, SNB-75 83, KM12 111, HT29 108, SW-620 100, HCC-2998 109 and SF-268 108.
`Cc1ccc(NN)c(Br)c1` gave SNB-19 94, HCT-116 97, HCT-15 104, SNB-75 89, KM12 107, HT29 105, SW-620 108, HCC-2998 107 and SF-268 116.
COc1ccc(Nc2nc(NCc3ccccc3)c3ccccc3n2)cc1 was read as SNB-19 14, HCT-116 30, HCT-15 72, SNB-75 -33*, KM12 81, HT29 49, SW-620 68, HCC-2998 91 and SF-268 31.
Screening COc1cc2ncnc(Nc3ccc(F)c(Cl)c3)c2cc1OCC(=O)N1CCN(c2ccc([N+](=O)[O-])cc2)CC1 returned SNB-19 88, HCT-116 83, HCT-15 93, SNB-75 93, KM12 96, HT29 99, SW-620 98, HCC-2998 91 and SF-268 87.
For O=C(O)C(Cc1ccccc1)NSc1ccccc1[N+](=O)[O-] (stereo not drawn) the results were SNB-19 109, HCT-116 108, HCT-15 103, SNB-75 58, KM12 104, HT29 107, SW-620 105, HCC-2998 114 and SF-268 117.
`Cc1ccc(S(=O)(=O)Nc2ccsc2-c2nc(-c3ccccc3)no2)cc1` gave SNB-19 90, HCT-116 85, HCT-15 73, SNB-75 73, KM12 60, HT29 62, SW-620 68, HCC-2998 96 and SF-268 86.
For COc1ccc(NC(=O)Nc2ccc(OCCCCCC(=O)Nc3ccccc3O)cc2)cc1 the results were SNB-19 99, HCT-116 94, HCT-15 113, SNB-75 95, KM12 104, HT29 95, SW-620 99, HCC-2998 108 and SF-268 101.
`COc1cc(-c2nc(-c3ccccc3)[nH]c2-c2ccnc(NCCCNS(=O)(=O)c3ccc(Cl)cc3)n2)ccc1F` gave SNB-19 80, HCT-116 41, HCT-15 50, SNB-75 84, KM12 71, HT29 53, SW-620 82, HCC-2998 105 and SF-268 57.
CCOC(=O)C1CCN(C(=O)c2ccccc2)c2scc(-c3ccccc3)c2C1=O (stereo not drawn) was read as HCT-116 100, HCT-15 89, SNB-75 79, KM12 103, HT29 91, SW-620 103 and SF-268 102.
Screening O=C(NCc1ccccc1)NS(=O)(=O)c1ccc(N2N=C(c3cc4ccccc4oc3=O)CC2c2cccs2)cc1 (stereo not drawn) returned SNB-19 108, HCT-116 106, HCT-15 106, SNB-75 82, KM12 105, SW-620 108, HCC-2998 106 and SF-268 103.
